PAFAH1B3 inh: PAFAH1B3 enzyme inhibitors, primary screen, biochemical, fluorescence polarization, human; AID 492972, 2010; inhibition, % at 3.39 µM; recombinant PAFAH1B3, FP-rhodamine probe; 340,000 compounds, 0.28% hits; Platelet-activating factor acetylhydrolase IB subunit alpha1 (Homo sapiens), Q15102;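 active = inhibition above the screen-wide average of all tested compounds plus 3 SD, cut at about 25% in these data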;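 note: 0% = enzyme with DMSO only and 100% = wells lacking PAFAH1B3 protein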
PAFAH2 FP inh: PAFAH2 enzyme inhibitors, primary screen, biochemical, fluorescence polarization, human; Platelet-activating factor acetylhydrolase 2, cytoplasmic (Homo sapiens), Q99487; recombinant PAFAH2, FP-rhodamine activity probe; inhibition, % at 3.39 µM; 340,000 compounds, 0.99% hits; AID 492956, 2010;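 active = inhibition above the mean over all tested compounds plus 3 SD, cut at about 30% in these data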;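 note: inhibitors block probe labeling of enzyme so polarization drops; 0% = enzyme with DMSO and 100% = wells lacking PAFAH2 protein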
GSTO1 counter: inhibitors of recombinant GSTO1, primary screen, counter-screen for RBBP9 inhibitor project, biochemical, fluorescence polarization; 300,000 compounds, 1.1% hits; Glutathione S-transferase omega-1 (Homo sapiens), P78417; inhibition, % at 5.96 µM; activity-based probe fluorescence polarization;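 active = inhibition above the campaign mean inhibition plus 3 SD, cut at about 35% in these data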;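 note: 0% = GSTO1-1 with DMSO and 100% = wells lacking GSTO1-1 enzyme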
Target sequence (P78417 whole entry, looked up): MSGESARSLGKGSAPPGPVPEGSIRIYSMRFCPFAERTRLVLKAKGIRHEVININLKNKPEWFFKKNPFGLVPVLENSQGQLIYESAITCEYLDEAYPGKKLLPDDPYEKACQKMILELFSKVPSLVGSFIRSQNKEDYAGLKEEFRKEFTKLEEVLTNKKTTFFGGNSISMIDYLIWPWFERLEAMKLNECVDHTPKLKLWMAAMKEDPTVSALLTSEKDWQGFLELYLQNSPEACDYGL
PAFAH1B2 FP inh: PAFAH1B2 enzyme inhibitors, primary screen, biochemical, fluorescence polarization, human; 340,000 compounds, 1.2% hits; recombinant PAFAH1B2, FP-rhodamine activity probe; AID 492953, 2010; inhibition, % at 3.39 µM; Platelet-activating factor acetylhydrolase IB subunit alpha2 (Homo sapiens), P68402;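 active = inhibition above the mean of all tested compounds plus 3 SD, cut at about 24% in these data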;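 note: 0% = enzyme with DMSO and 100% = wells lacking PAFAH1B2; many of its hits are not listed in these tables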
PREPL inhibitor: PREPL enzyme inhibitors, primary screen, biochemical, fluorescence polarization; Prolyl endopeptidase-like (Homo sapiens), Q4J6C6; recombinant PREPL, fluorescence polarization activity-based probe; inhibition, % at 5.96 µM; 320,000 compounds, 0.68% hits; in the data active = inhibition above about 43%;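 note: 0% = enzyme with DMSO and 100% = wells lacking enzyme; many of its hits are not listed in these tables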
LYPLA2 counter: LYPLA2 inhibitors, primary screen, counter-screen for PME1 inhibitor project, biochemical, fluorescence polarization, FP-Rh probe ABPP; Acyl-protein thioesterase 2 (Homo sapiens), O95372; recombinant LYPLA2; inhibition, % at 5.9 µM; 320,000 compounds, 0.38% hits; AID 2177, 2009;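 active = inhibition above the screen-wide mean plus 3 SD, limit set per campaign, cut at about 26% in these data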;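 note: 0% = LYPLA2 with DMSO and 100% = wells lacking LYPLA2 enzyme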
Target sequence (O95372 whole entry, looked up): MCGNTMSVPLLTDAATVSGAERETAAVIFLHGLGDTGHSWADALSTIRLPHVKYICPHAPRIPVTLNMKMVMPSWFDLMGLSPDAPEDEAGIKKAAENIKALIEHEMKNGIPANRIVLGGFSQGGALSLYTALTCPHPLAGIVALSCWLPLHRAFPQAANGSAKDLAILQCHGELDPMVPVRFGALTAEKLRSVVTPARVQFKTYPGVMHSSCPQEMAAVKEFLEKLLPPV
pPAFAH inh: pPAFAH enzyme inhibitors, primary screen, biochemical, fluorescence polarization, human; Platelet-activating factor acetylhydrolase (Homo sapiens), Q13093; recombinant pPAFAH, FP-rhodamine probe fluorescence polarization; inhibition, % at 3.39 µM; 330,000 compounds, 1.5% hits; AID 463082, 2010;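 active = inhibition above the mean inhibition across the screen plus 3 SD, cut at about 25% in these data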;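 note: inhibitors block binding of the rhodamine activity-based probe so polarization drops; 0% = enzyme with DMSO and 100% = wells lacking pPAFAH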
Target sequence (Q13093 whole entry, looked up): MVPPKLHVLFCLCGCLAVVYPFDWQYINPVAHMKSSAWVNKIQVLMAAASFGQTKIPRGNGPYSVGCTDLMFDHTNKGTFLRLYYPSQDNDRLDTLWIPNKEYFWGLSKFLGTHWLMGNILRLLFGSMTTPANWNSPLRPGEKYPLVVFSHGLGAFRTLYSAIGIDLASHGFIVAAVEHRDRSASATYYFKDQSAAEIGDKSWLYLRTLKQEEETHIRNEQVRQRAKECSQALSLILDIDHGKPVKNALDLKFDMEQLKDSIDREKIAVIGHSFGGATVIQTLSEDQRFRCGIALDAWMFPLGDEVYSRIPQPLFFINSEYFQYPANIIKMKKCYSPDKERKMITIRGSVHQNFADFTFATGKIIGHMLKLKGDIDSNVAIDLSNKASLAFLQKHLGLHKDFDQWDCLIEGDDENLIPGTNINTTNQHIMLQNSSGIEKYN
LYPLA1 inh: LYPLA1 inhibitors, primary screen, counter-screen for PME1 inhibitor project, biochemical, fluorescence polarization, FP-Rh probe ABPP; Acyl-protein thioesterase 1 (Homo sapiens), O75608; recombinant LYPLA1; inhibition, % at 5.9 µM; 320,000 compounds, 0.16% hits; AID 2174, 2009;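 active = inhibition above the mean of all tested compounds plus 3 SD, set per campaign, cut at about 14% in these data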;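 note: inhibitors block serine hydrolase probe labeling of LYPLA1 so polarization falls; 0% = enzyme with DMSO and 100% = wells lacking LYPLA1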
PAD4 FP inh: human PAD4 inhibitors, primary screen, biochemical, fluorescence polarization, 1536-well format | recombinant PAD4, RCA probe fluorescence polarization | inhibition, % at 6.36 µM | 330,000 compounds, 0.41% hits | Protein-arginine deiminase type-4 (Homo sapiens), Q9UM07 | AID 485272, 2010;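 active = percent inhibition above a cutoff equal to the mean of all tested compounds plus 3 SD, cut at about 15% in these data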;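 note: 0% = PAD4 with RCA probe and DMSO and 100% = probe without PAD4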
Starred values were filed as active, the others as inactive; nt = not tested or not shown.

SMILES	PAFAH1B3 inh	PAFAH2 FP inh	GSTO1 counter	PAFAH1B2 FP inh	PREPL inhibitor	LYPLA2 counter	pPAFAH inh	LYPLA1 inh	PAD4 FP inh
CCOc1ccc(CCNC(=O)c2cccnc2N2CCCC2)cc1OCC	6	13	10	4	3	2	2	1	-1
Cc1ccc2[nH]c3nc(N/N=C/c4cccc(O)c4)nnc3c2c1	7	2	11	-6	-1	-5	0	-9	-5
O=C(Nc1cccc(Cl)c1)C1CCCCC1	6	10	-1	1	-6	1	1	-2	-4
COc1ccc(S(=O)(=O)N(CCC(=O)O)Cc2ccccc2)cc1	-2	0	5	1	3	1	3	1	-2
Cc1nc2ccccc2nc(C)c1=NOCc1cccc(F)c1	5	3	-4	0	22	2	0	1	-1
CCOC(=O)c1c(NC(=O)CN2C(=O)C(=O)N(C(C)C)C2=O)sc(C)c1CC	3	0	nt	5	5	-1	-2	-4	-5
CCOc1ccc(CNC(=O)CCCN2C(=O)C(c3ccccc3)Oc3cccnc32)cc1 (centres undefined)	-3	1	4	3	-2	2	3	-2	5
CCn1cc(S(=O)(=O)c2ccc(Cl)cc2)c(=O)c2cc(OC)ccc21	8	10	3	9	-1	2	8	-2	-6
COC/C=C/C1=CC2=CC(=O)C(C)(OC(=O)c3cnc4ccccc4n3)C(=O)C2=CN1CCN1CCOCC1 (centres undefined)	5	1	27	8	-3	-1	-2	3	-6
O=C(CCCCCN1C(=O)c2ccccc2C1=O)NCCc1nc2ccccc2[nH]1	2	9	3	-2	11	-9	-3	-1	-15
COc1ccccc1C(=O)NC(=S)NC12CC3CC(CC(C3)C1)C2	7	0	-1	0	10	-1	-1	4	3
CCC(CC)N=C1NS(=O)(=O)c2cc([N+](=O)[O-])ccc21	-6	-4	-1	-3	12	8	0	5	2
CCOC(=O)c1cc(=O)n2nc(-c3ccccc3F)nc2s1	-1	-10	1	0	-5	4	7	0	-4
CN(CCC#N)c1ccc(/C=C(\C#N)c2ccccn2)cc1	4	-2	-13	3	-1	6	9	5	-2
COc1cc(C)c(Cl)cc1S(=O)(=O)NCCCN1CCOCC1	4	-8	6	-1	0	8	-1	1	5
Cc1ccsc1C1C(C#N)=C(N)Oc2n[nH]c(C)c21 (centres undefined)	6	-1	8	5	-16	-2	1	-2	-1
NC(=O)COC(=O)c1ccccc1Oc1ccccc1	7	1	12	2	-4	-1	-4	-3	6
Cc1cc(Br)c(OCc2ccc(C(=O)N/N=C3\CC4CC=CC34)cc2)c(Br)c1 (centres undefined)	-2	-4	-3	-1	-20	-13	6	-8	2
O=C1CN(S(=O)(=O)c2cc(Br)ccc2Br)CCN1	6	6	nt	2	13	nt	0	nt	4
Cc1ccsc1C(=O)OCC(=O)N(C)c1c(N)n(Cc2ccccc2)c(=O)[nH]c1=O	3	-1	-4	4	18	-5	0	3	1
CCN(CC)CCNC(=O)c1nn(-c2ccc(C)cc2)c(=O)c2c1c1ccccc1n2C	-5	5	-1	-2	2	-3	-3	0	-5
C=CCCC(=O)N1CCC(CCC(=O)NC2CC2)CC1	9	-1	-4	4	19	1	-2	3	0
COc1cccc(CN(CC(=O)NC2CCCCC2)C(=O)c2csnn2)c1	1	6	-5	7	2	-5	-5	-3	-3
C=CCn1c(SCc2ccc3nonc3c2)nnc1-c1cccs1	4	4	1	4	2	5	1	-2	-4
O=C(c1ccco1)N1CCN(C(=O)C2CCCN(S(=O)(=O)c3cccc4nsnc34)C2)CC1 (centres undefined)	7	-1	8	1	-6	4	-9	3	5
CCOC(=O)N1CCC(NC(=O)CC2C(=O)NCCN2Cc2ccccc2)CC1 (centres undefined)	3	9	8	6	3	4	-8	0	3
CCC(C)OC(=O)C1=C(C)OC23OC(N)=C(C#N)C12C(=O)c1ccccc13 (centres undefined)	10	12	4	3	9	2	-1	-1	1
CCC1CCCCN1C(=O)COc1ccccc1NC(C)=O (centres undefined)	1	2	6	4	17	0	1	1	-2
Cc1oc(-c2ccccc2F)nc1CN1CCC(C(=O)NCc2cccnc2)CC1	1	7	1	3	4	7	3	-1	-1
O=C(Nc1cccc(Cl)c1)c1cccc(Oc2ccc([N+](=O)[O-])cc2Cl)c1	-89	-58	-13	-31	-9	-25	-8	-28	-7
Cc1ccc(-n2c(-c3cnccn3)n[nH]c2=S)cc1	10	4	6	6	-1	1	3	0	3
CC(=O)CC(C)(C)Nc1nc2ccc([N+](=O)[O-])cc2o1	5	6	0	4	-9	-3	-3	-4	-1
Cc1ccccc1Nc1nnc(SCC(=O)c2cc3ccccc3o2)s1	6	2	5	-9	-29	-10	2	-9	-60
COc1ccccc1OCCNC(=O)Nc1cc(F)c(F)cc1Cl	1	1	3	1	2	-6	2	-2	1
c1ccc(-[n+]2nc(Nc3cccc4ccccc34)sc2-c2c3ccccc3cc3ccccc23)cc1	10	-6	3	3	30	5	9	-1	1
OCCn1c(-c2ccccc2)csc1=Nc1ccccc1	10	1	-1	9	7	-1	-2	4	5
COc1ccccc1/C=N/NC(=O)c1ccc(Cn2nc([N+](=O)[O-])cc2C)cc1	5	-1	0	1	1	-2	6	-3	-5
NC(=O)c1ccsc1NC(=O)CSc1nnc2ccccn12	4	-8	3	9	-5	-1	1	1	-2
Cn1c(NC(=O)C[n+]2cc(-c3ccccc3)n3c2CCC3)cc(=O)n(C)c1=O	-1	-3	4	0	11	2	5	3	3
Fc1ccc(N2Cc3ccsc3C=N2)cc1	4	4	-4	3	3	-7	5	-2	-5
CCN1CCN(C(=O)c2ccc3c(=O)n(CCC4=CCCCC4)c(=O)[nH]c3c2)CC1	5	-16	-31	-4	1	5	7	0	-1
Cc1ccc(N2CCC(N3CCN(C4CCCCC4)C(CCO)C3)CC2)cc1 (centres undefined)	-1	1	5	2	17	-2	5	2	1
COc1ccc(/C=N\NC(=O)C2COc3ccccc3O2)cc1O (centres undefined)	9	1	16	8	-2	-1	5	1	1
COc1ccc2nc(/N=C/c3cccc(OC)c3O)sc2c1	5	3	8	2	11	5	8	1	-2
CCCn1c2ccccc2c2nc3ccccc3nc21	2	2	-1	5	-1	-5	-1	-2	-3
Cc1nn(C)c(C(=O)N2CCc3ccccc32)c1Br	6	-2	2	2	11	14	8	2	0
C[C@H](NC(=O)c1nc[nH]c1C(=O)N[C@@H](C)c1ccccc1)c1ccccc1	-2	-5	nt	18	2	4	8	-2	1
O=C(CSc1nnnn1C1CCCCC1)NCc1cccc(C(=O)O)c1	8	4	-4	9	3	-1	-1	-1	2
Cc1nc2ncnn2c(C)c1CCC(=O)NCCc1ccccc1	-5	-11	4	-5	-7	-5	-5	-1	-1
CCC1(c2ccc(F)cc2)NC(=O)N(CC(=O)Nc2ccc(N3CCCCC3)cc2)C1=O (centres undefined)	-1	0	5	5	9	3	6	1	-3
Clc1ccccc1CSC1=NCCCN1	-6	-3	0	-2	-5	3	3	-1	2
C=CCOC(=O)C1=C[C@H](c2coc3ccccc3c2=O)C[C@H](OCc2ccc(CO)cc2)O1	1	3	8	-4	2	3	4	0	-3
COCCn1c(N)c(NCc2ccccc2)c(=O)[nH]c1=O	6	5	-2	10	10	3	5	1	4
COc1ccc(C2c3[nH]c4ccccc4c3CCN2CCCn2cccn2)cc1C (centres undefined)	6	4	-8	-1	-3	-6	4	1	-6
COc1ccc2c(c1OC)C(=O)N(c1ccc(F)cc1)C2	3	3	0	3	3	-7	3	-1	2
CCOc1ccc(N2C(=O)C(=O)/C(=C(/O)c3ccccc3)C2c2ccccc2[N+](=O)[O-])cc1 (centres undefined)	12	2	1	3	7	-6	-3	-2	6

Next results follow:
SMILES	PAFAH1B3 inh	PAFAH2 FP inh	GSTO1 counter	PAFAH1B2 FP inh	PREPL inhibitor	LYPLA2 counter	pPAFAH inh	LYPLA1 inh	PAD4 FP inh
CN(CCNC(=O)C1CCCN(c2ncnc3c2nc2n3CCCCC2)C1)Cc1ccccc1 (centres undefined)	0	5	2	4	4	1	5	0	0
COc1ccccc1CCC(=O)OCc1csc(CC(=O)Nc2ccccc2C)n1	3	0	0	2	7	-4	6	-3	6
CC1CCCC(C)N1CCCNC(=O)Cn1cc2c(n1)CCCC2 (centres undefined)	-2	5	-3	4	2	-3	-8	-1	-2
Cc1nc2ccccc2nc1CSc1nnc(N)s1	11	-1	0	1	2	3	5	1	-2
Cc1ccc(N=C2SCCCN2C(=O)C2=COCCO2)cc1Cl	2	3	-7	4	9	-5	6	-3	3
COc1cc(Cl)c(CN2CCC(CCC(=O)NC3CC3)CC2)cc1OC	4	-2	0	0	0	3	-3	0	-7
O=C(CNCC1CCCO1)Nc1ccccc1-n1cccc1 (centres undefined)	3	3	-3	4	-7	6	9	1	1
COc1cccc(CCc2nnc(CCC(=O)NC(C)c3c(C)nn(C)c3C)o2)c1 (centres undefined)	4	0	3	4	-2	-2	2	-4	-4
CC1(C)CC(NC(=O)C(=O)NCCc2ccccc2)CC(C)(C)N1	6	0	-1	0	-4	-2	3	-4	3
O=[N+]([O-])c1ccc(-c2cc(-c3ccc(Cl)cc3)n[nH]2)cc1	-10	-22	-53	-16	-8	-27	-6	-17	-5
Cc1ccc(S(=O)(=O)Nc2nc(C)cc(NCCN)n2)cc1	14	5	1	1	5	9	3	3	2
C/C(=N\NC(=O)C1(C)CC1(Br)Br)c1ccc(NC(=O)C2CCC2)cc1 (centres undefined)	0	-8	6	-1	-6	0	4	-1	-5
Cc1cc(C)c(C#N)c(N2CCN(Cc3ccccc3)CC2)n1	5	1	-7	5	2	-2	-4	-4	7
CON1C(=O)C(=O)N(OC)C(C)(C)C1(C)C	1	0	4	-2	3	4	6	2	-7
CCN1CCN(CCCNC(=O)c2ccc3c(c2)NC(=O)c2ccccc2S3)CC1	-1	-1	0	13	-1	-3	-1	0	-2
O=C(COC(=O)CCc1nc2ccccc2c(=O)[nH]1)Nc1ccccc1	10	1	nt	1	7	nt	1	nt	-3
CCn1ccnc1CNC(=O)CC1C(=O)NCCN1CCCc1ccccc1 (centres undefined)	11	-1	0	8	9	3	-2	0	-7
COc1ccccc1C(=O)NNC(=O)c1ccccc1	2	3	1	-1	5	2	-1	1	4
O=C(CC(=O)c1ccccc1)Nc1ccccc1	0	0	-4	0	-2	-3	-9	-4	-1
CN(C)c1cc(NC(=O)CNC(C)(C)C)c2ccccc2n1	2	1	3	-3	2	-6	1	0	0
Cc1ccc(C)c(OCCC(=O)Nc2ccccc2C(=O)NC2CC2)c1	5	3	nt	2	16	nt	4	nt	6
O=C(Nc1cc(Cl)ccc1N1CCOCC1)c1ccc2c(c1)OCCO2	9	-1	6	7	6	-14	-5	0	-3
CN1CCc2ccccc2CC1=O	-4	0	1	-1	-6	-1	5	-1	-5

Source: PubChem (The Scripps Research Institute Molecular Screening Center)

This is a subset; rates above refer to the full screens.
